Screening results from PubChem BioAssay.
TRPV1 agonist = activates the human vanilloid receptor TRPV1 | TRPV1-expressing cells, Fluo-8 calcium influx, agonist mode | Q8NER1 | actives 0.19% (n = 320,000) | activation, % at 8.33 µM; in the data active means activation above about 80%; inconclusive means between about 30% and that limit; further: 0% is about no effect
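TRPV1-expressing cells were cultured overnight at 35.5C and loaded with Fluo-8 calcium dye for 40 to 90 min at room temperature. After a 10 s baseline, compound was added and calcium influx was read kinetically for 3 min (ex 480/em 520 nm).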
CXXC DNA block = blocks binding of human MLL CXXC domain to DNA. AID 2662. Potency, µM (titrated, usually from 115 µM), inactives show at the top dose activity change, negative = inhibition, actives largely listed as inhibitors. Q03164. MLL-CXXC / FITC-HOXA9 DNA fluorescence polarization. actives 0.037% (n = 290,000); active means well fitted inhibition curve with a large enough effect in the polarisation, with a control signal flat, not every such curve was filed as active; inconclusive means small, poorly fitted or top-dose-only effect, or effect the other way, or a change in a side signal; inactive means no such curve, though single readings can be large or run the other way; the % refers to the polarisation; further: potency means the concentration at half of the fitted maximal effect
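Steps: dispense CXXC domain solution (7 uM) → pin compounds or unlabeled HOX-A9 DNA control → 5 min ambient → add FLSN-HOX-A9 solution (50 nM) → spin → 30 min ambient → fluorescence polarization. Tris pH 7.5/NaCl/DTT/BSA buffer.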
p53 reactivator = mutant p53 re-activation in reporter cells; H1299 p53-A138V BP100-luciferase reporter, luminescence, 24 h; Potency, µM (doses to about 92.2 µM), inactives show at the top dose activity change, positive = activation, usual class: activators; actives 0.063% (n = 320,000); AID 504706; further: potency means the concentration at half of the fitted maximal effect; % of control where 0% means no effect; nearly all actives have a fitted effect of over 45% in size
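p53-null H1299 cells stably carrying temperature-sensitive p53-A138V and a BP100-luciferase reporter were pinned with compounds (4-point, 1:5 series) and held 24 hrs at 37 deg C. Luminescence was read 10 min after detection reagent.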
ELG1 repair inh = ELG1-dependent DNA repair inhibition; HEK293T ELG1-luciferase reporter, luminescence, 16 h; DNA damage induced by 5-fluorouridine; Potency, µM (titrated, usually from 46.1 µM), inactives show at the top dose activity change, negative = inhibition, actives largely listed as inhibitors; actives 2.3% (n = 330,000); AID 504467; further: potency means the concentration at half of the fitted maximal effect; on the % scale 0 is the no-effect control and ±100 the full control effect; nearly all actives have a fitted effect of over 55% in size
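Luminescence from the luciferase reporter, measured 30 min after ONE-Glo reagent at room temperature, was the read-out. Beforehand, 2,000 cells per well were exposed for 16 hr at 37 °C to 5-fluorouridine together with compound or vehicle.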
AT treatment = potential ataxia-telangiectasia treatments restoring KAP-1 phosphorylation. […] A-T fibroblasts, KAP-1 phosphorylation AlphaLISA; neocarzinostatin DNA damage 30 min before lysis. AID 485349. actives 0.19% (n = 320,000). Potency, µM (top dose mostly 57.5 µM), inactives show at the top dose activation, usual class: activators; further: potency means the concentration at half of the fitted maximal effect; % of control where 0% means no effect; nearly all actives have a fitted effect of over 45% in size
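hTERT-immortalized A-T patient fibroblasts ([…]), 500 cells/well in OPTI-MEM, 1% FBS, got compounds for 60 min, then NCS for 30 min at 37C. Lysates were then assayed for phospho-KAP-1 by AlphaLISA (anti-pKAP1 donor, anti-KAP1 acceptor beads), 6 hr at 25C.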
a7 integrin act = activates integrin-mediated alleviation for muscular dystrophy | AID 624291 | alpha7betagal myoblasts, beta-gal FDG fluorescence, 48 h | actives 0.064% (n = 350,000) | Potency, µM (highest dose often 38.3 µM), inactives show at the top dose activation, usual class: activators;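 further: potency means the concentration at half of the fitted maximal effect; 100% = response of the positive control SU9516; nearly all actives have a fitted effect of over 60% in size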
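alpha7betagal+/- myoblasts (passage 13, 250/well) treated 48 h at 37C with compounds at 1:260 dilution of DMSO stock. Lysed, then beta-galactosidase activity read as FDG fluorescence (ex 480/em 540) after 30 min, with pre-read for autofluorescence.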
TCR activator = activators of T cell receptors; AID 504894; 330,000 tested, under 10 active; Potency, µM (top dose mostly 9.22 µM), for the others: at the top dose activation of IL-2 secretion, most hits filed as activators; primary human leukocytes, anti-CD3, IL-2 HTRF, 48 h; further: % of control where 0% means no effect
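Using a-CD3 beads without co-stimulation, primary human leukocytes were exposed to compounds for 48 hr. An HTRF IL-2 kit measured the cytokine, with europium-to-d2 energy transfer producing emission at 665nm upon 320nm excitation.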
BRCA1 expr up = increases BRCA1 expression; MCF7-BRCA1-FFLuc reporter, luminescence, 48 h; response scale: scaled: vehicle 0%, 10 µM genistein 100%; Potency, µM (top dose mostly 46.1 µM), inactives show top-dose activation, most hits filed as activators; actives 1.1% (n = 380,000); AID 624202; further: potency means the concentration at half of the fitted maximal effect; nearly all actives have a fitted effect of over 80% in size; some results filed as inactive show a strong effect at the top dose
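Quantitative HTS in MCF7 cells stably reporting BRCA1 expression via firefly luciferase. Compound treatment lasts 48 h at 37 °C in phenol-red free MEM. Activation is expressed relative to genistein at 10 microM and DMSO.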
B2AR arrestin = recruits beta-arrestin to the human beta2-adrenergic receptor; actives 0.02% (n = 330,000); Potency, µM (top dose mostly 46.1 µM), without a hit: at the top dose activation, actives largely listed as activators; P07550; beta-arrestin recruitment to beta2AR, cell-based reporter;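 further: potency means the concentration at half of the fitted maximal effect; 0% = DMSO controls and full agonism = EC100 isoproterenol or metaproterenol; nearly all actives have a fitted effect of over 65% in size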
Target sequence (P07550 whole entry, looked up): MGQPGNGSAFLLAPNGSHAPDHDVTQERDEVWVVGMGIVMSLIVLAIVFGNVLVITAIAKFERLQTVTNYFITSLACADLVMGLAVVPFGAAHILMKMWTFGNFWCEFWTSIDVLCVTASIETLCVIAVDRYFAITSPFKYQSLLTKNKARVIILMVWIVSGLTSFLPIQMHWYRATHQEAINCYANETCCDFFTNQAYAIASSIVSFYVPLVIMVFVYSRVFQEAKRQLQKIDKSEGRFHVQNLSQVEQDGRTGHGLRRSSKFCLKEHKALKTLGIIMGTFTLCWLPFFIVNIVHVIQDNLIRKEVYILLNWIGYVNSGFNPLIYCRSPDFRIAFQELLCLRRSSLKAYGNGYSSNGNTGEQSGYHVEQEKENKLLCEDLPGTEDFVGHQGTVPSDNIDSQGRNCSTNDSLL
PTAP TSG101 blk = blocks PTAP/TSG101 interaction to inhibit HIV-1 budding; Q99816; Fluorescence polarization, FITC-PTAP peptide / Tsg101 binding; Potency, µM (titrated, usually from 115 µM), inactives show at the top dose activity change, negative = inhibition, actives largely listed as inhibitors; 340,000 tested, under 10 active; active means well fitted inhibition curve with a large enough effect in the main read-out, with a control signal flat, not every such curve was filed as active; inconclusive means small, poorly fitted or top-dose-only effect, or effect the other way, or a change in a side signal; inactive means no such curve, though single readings can be large or run the other way; further: potency means the concentration at half of the fitted maximal effect; % of control where 0% means no effect
Target sequence (Q99816 whole entry, looked up): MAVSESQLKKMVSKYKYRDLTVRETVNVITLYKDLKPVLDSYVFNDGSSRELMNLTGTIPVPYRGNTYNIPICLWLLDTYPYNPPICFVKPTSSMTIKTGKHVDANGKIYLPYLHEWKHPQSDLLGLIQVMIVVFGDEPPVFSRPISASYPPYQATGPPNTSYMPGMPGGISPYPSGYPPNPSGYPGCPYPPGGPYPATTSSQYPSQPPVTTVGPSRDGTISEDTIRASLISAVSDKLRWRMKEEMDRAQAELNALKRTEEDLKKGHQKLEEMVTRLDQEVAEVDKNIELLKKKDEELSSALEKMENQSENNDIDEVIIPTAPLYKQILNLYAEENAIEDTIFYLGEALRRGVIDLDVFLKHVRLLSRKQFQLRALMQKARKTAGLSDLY
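Fluorescence polarization binding of Tsg101 binding domain (10 uM final) to FITC-labeled PTAP peptide (50 nM final) in HEPES pH 7.5 buffer with NaCl, Tween 20, EDTA, TCEP. Compounds added before peptide; binding 20 min at RT.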
An asterisk follows results filed as active; ? = inconclusive; · = no result given; [ ] = remark or other dose. Unless noted, the call rests on the fitted dose curve; in most records, active means well fitted curve in the direction sought with a large enough effect; inconclusive means small, poorly fitted or top-dose-only effect, or another doubt; inactive means no such curve, though single readings can be large; an effect the other way counts as inactive or inconclusive.

cpd	structure	AT treatment	CXXC DNA block	PTAP TSG101 blk	p53 reactivator	TRPV1 agonist	B2AR arrestin	TCR activator	BRCA1 expr up	ELG1 repair inh	a7 integrin act
1	C=CCn1c(O)c(CN2CCN(Cc3ccccc3)CC2)c(C)c(C#N)c1=O	-5%	-14%	-9%	-1%	5	-0.1%	6%	3%	?	10%
2	COc1ccc(CN2C3CCCC2CC(NC(=O)Nc2ccccc2C)C3)cc1 (configuration not stated)	-5%	1%	-2%	-12%	-3	0.8%	-6%[46.1 µM]	1%	-8%	-4%
3	COc1ccc2c(c1)c(C(=O)O)c(C)n2-c1ccccc1	-3%	2%	-3%	-3%	0	0.0%	0%	41%	-12%	-18%
4	CCCn1cc(SCC(=O)NC2CCCC2)c2ccccc21	3%	-3%	-4%	14%	23	-0.2%	-2%	-4%	9%	-13%
5	O=C1S/C(=C\c2ccc(N3CCOCC3)o2)C(=O)N1c1ccccc1	2%	?	?	2%	?	0.0%	3%	33%	?	-27%
6	Cc1ccc(N(C(=O)CNC(=O)c2ccco2)C(C(=O)NC2CCCCC2)c2cccnc2)c(C)c1 (configuration not stated)	6%	0%	-9%	1%	-1	0.3%	-2%	14%	5%	17%
7	CS(=O)(=O)N1CCC(C(=O)N2CCN(c3cccc(Cl)c3)CC2)CC1	-1%	4%	-10%	2%	?	-0.1%	5%	-16%	-8%	13%
8	COC(=O)[C@@H](NC(=O)NCc1cccc(OC)c1)C(C)C	13%	11%	-5%	-5%	0	-0.6%	-2%	4%	14%	-8%[7.66 µM]
9	CN(C)S(=O)(=O)c1ccc(C(=O)NCC(c2cccs2)N2CCOCC2)cc1 (configuration not stated)	1%	·	-1%	-4%	4	0.3%	1%	9%	2%	4%
10	CCCc1cc(=O)oc2cc(C)cc(OC(C)C(=O)NCc3ccncc3)c12 (configuration not stated)	7%	12%	-2%	-2%	0	-0.1%	-2%	-14%	2%	-44%[inhibitor]
11	C[C@@]12C(=O)N(c3cccc(F)c3)C(=O)N1[C@H](c1ccc(Cl)cc1)[C@@H]1C(=O)N(C3CCCCC3)C(=O)[C@@H]12	-2%	·	-2%	9%	6	-0.5%	-4%	-9%	-2%	2%
12	CCN(CC)Cc1csc(C(N)=O)c1	-9%	-9%	-4%	6%	7	-0.6%	·	25%	12%	8%
13	CCCCc1c(O)nc(SCC(=O)NCCc2ccc(OC)c(OC)c2)[nH]c1=O	4%	-4%	2%	?	-2	-0.2%	-4%	-11%	2%	-18%
14	CCOc1ccc(NC(=O)CN2CCC(NC(=O)C3CCCCC3)CC2)cc1	11%	-3%	·	1%	0	-0.2%	·	·	9%	·
15	COc1ccc(C2NS(=O)(=O)OCC2C)cc1 (configuration not stated)	1%	10%	-9%	·	-2	-0.1%	-1%	20%	-18%	-7%
16	CCOC(=O)C1=NN(c2ccccc2)C(=O)/C1=C\c1ccc(N(C)C)cc1	7%	?	-5%	0%	-4	-0.4%	-3%	-7%	?	2%
17	Cc1nc(-c2ccncc2)sc1C(=O)Nc1ccc(Br)cc1	-1%	0%	-9%	5%	-2	-0.2%	1%	-36%	-16%	2%
18	CN1CCN(C(=O)c2cc(S(=O)(=O)Nc3ccccc3F)c(Cl)cc2Cl)CC1	1%	-11%	-3%	-3%	-1	-0.4%	-2%	9%	9%	-8%
19	O=C(NCCc1nnc2ccc(NCC3CCCO3)nn12)c1ccccc1 (configuration not stated)	-4%	2%	1%	3%	-2	-0.2%	1%	-4%	5%	-14%
20	O=C(O)c1ccc2[nH]c3c(c2c1)CCCC3	-3%	1%	-1%	·	0	0.5%	3%	25%	1%	?

Just AT treatment and TCR activator, for some of the entries so far:
cpd	compound	AT treatment	TCR activator
18	CN1CCN(C(=O)c2cc(S(=O)(=O)Nc3ccccc3F)c(Cl)cc2Cl)CC1	1%	-2%
14	CCOc1ccc(NC(=O)CN2CCC(NC(=O)C3CCCCC3)CC2)cc1	11%	·

Sorted by value in CXXC DNA block (highest first): 5 of the compounds above.
No.	Molecule	CXXC DNA block	PTAP TSG101 blk	p53 reactivator	TRPV1 agonist	B2AR arrestin	TCR activator	BRCA1 expr up	a7 integrin act
19	O=C(NCCc1nnc2ccc(NCC3CCCO3)nn12)c1ccccc1 (configuration not stated)	2%	1%	3%	-2	-0.2%	1%	-4%	-14%
4	CCCn1cc(SCC(=O)NC2CCCC2)c2ccccc21	-3%	-4%	14%	23	-0.2%	-2%	-4%	-13%
13	CCCCc1c(O)nc(SCC(=O)NCCc2ccc(OC)c(OC)c2)[nH]c1=O	-4%	2%	?	-2	-0.2%	-4%	-11%	-18%
12	CCN(CC)Cc1csc(C(N)=O)c1	-9%	-4%	6%	7	-0.6%	·	25%	8%
1	C=CCn1c(O)c(CN2CCN(Cc3ccccc3)CC2)c(C)c(C#N)c1=O	-14%	-9%	-1%	5	-0.1%	6%	3%	10%

(continued)
cpd	structure	AT treatment	CXXC DNA block	PTAP TSG101 blk	p53 reactivator	TRPV1 agonist	B2AR arrestin	TCR activator	BRCA1 expr up	ELG1 repair inh	a7 integrin act
21	CN(C)/C=N/c1sc2c(c1C#N)CC(C)(C)NC2(C)C	·	1%	-1%	8%	3	2.6%	-8%[46.1 µM]	0%	16%	10%
22	CCCCOCCCNC(=O)c1ccc([N+](=O)[O-])c(C)c1	4%	2%	-10%	-3%	29	0.5%	7%[46.1 µM]	-2%	-1%	-3%
23	CCN(CC)c1ccc(NC(=O)CSc2nnc3nc(C)cc(C)n23)cc1	5%	8%	-1%	-8%	-4	-0.4%	-2%	7%	2%	-18%
24	CCCCNC(=O)c1cc2c(-c3ccc(Cl)cc3)nn(C)c2s1	15%	2%	5%	3%	2	0.0%	6%	-14%	-3%	-17%
25	CCN(CC)c1nc2cc(OC)ccc2cc1C#N	16%	13%	-5%	-4%	13	-0.2%	2%	-20%	-20%	-1%
26	Cc1cccc(NC(=S)NNC(=O)CC(C)O)c1C (configuration not stated)	-2%	-1%	0%	-9%	0	-0.3%	4%	1%	4%	23%
27	O=C1OC(Cc2ccccn2)C(O)=C1C1=NCCCN1 (configuration not stated)	8%	2%	1%	?	0	-0.5%	-15%[46.1 µM]	87%	?	6%
28	COc1ccc(N2CCN(C(=O)c3cc([N+](=O)[O-])ccc3N3CCN(CCO)CC3)CC2)cc1	30%	4%	-1%	-4%	2	-0.5%	16%	-6%	18%	-19%
29	Cc1ccc(Nc2c(N)c(=O)oc3ccccc23)cc1	-4%	1%	-2%	?	13	-0.4%	0%[46.1 µM]	-82%	-6%	-23%
30	CC(C)(C)NC(=O)NC(=O)CSc1nncs1	-6%	2%	-6%	4%	-2	-0.1%	0%	8%	13%	4%
31	CC(=O)c1cc(F)c(N2CCN(C(=O)C(C)(C)C)CC2)cc1C	·	1%	-1%	4%	6	-0.1%	2%	4%	-18%	-22%
32	Cn1c(SCCc2ccc([N+](=O)[O-])cc2)nccc1=O	·	·	3%	·	·	·	5%	17%	·	1%
33	N#CCSc1nc2cc(C(=O)N3CCC(C(N)=O)CC3)ccc2c2nc3ccccc3n12	-2%	11%	-9%	8%	-3	0.3%	4%	-65%	21µM*	24%
34	c1ccc(-c2nn[nH]n2)cc1	-16%	9%	-2%	1%	0	2.7%	1%	1%	-4%	7%
35	C=CCNCc1ccccc1[N+](=O)[O-]	3%	·	-1%	-3%	-2	0.2%	4%	-2%	8%	0%
36	CC(C)n1cc(/C=C2/NC(=O)N(c3cccc(Cl)c3)C2=O)c2ccccc21	1%	5%	-5%	2%	0	-0.6%	3%[46.1 µM]	-83%	?	-7%
37	CC(C)Cc1cc(C(=O)Nc2c(F)cc(F)cc2Br)no1	18%	0%	-3%	0%	25	-0.3%	0%	-20%	?	2%
38	CCOC(=O)c1cc(-c2ccc(C)cc2)n(CCC(=O)NCCCOC)c1C	-2%	-9%	-1%	-6%	?	-0.3%	0%	-14%	-8%	-11%
39	N#Cc1nc(-c2ccccc2Cl)oc1N1CCCCC1	9%	-9%	1%	16%	23	0.0%	-3%	86%	?	12%
40	COc1ccc(C(=O)NCCOc2ccccc2Cl)c(OC)c1OC	8%	0%	-5%	29%	-2	-0.9%	0%	?	?	6%
41	Cn1c(NC(=O)c2ccc(Cl)cc2)cc(=O)n(C)c1=O	0%	10%	-8%	-2%	-2	0.0%	·	2%	2%	3%
42	COc1cccc(C(=O)Nc2cnn(C(C)C)c2)c1	-3%	-1%	-4%	?	21	0.3%	·	3.5µM*	?	0%

Some values from above:
B2AR arrestin with entry 34 : 2.7%
TCR activator with entry 32 : 5%
